ER stress surv: ER stress cell death inhibition. CSM14.1 thapsigargin ER stress survival, ATP luminescence. relative survival (cellular ATP), % at 15 µg/mL (by protocol). 0.33% of 48,000 active. AID 1010;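 active = survival measured by cellular ATP above 50% at 15 µg/ml in the first screen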;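 note: cell death triggered by about 15 µM thapsigargin; ATP read 24 h after thapsigargin was added; plate controls were thapsigargin with DMSO for no effect and DMSO without thapsigargin for full effect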
Starred values were filed as active, the others as inactive. This is a subset; count on the stated rates, not on these rows.

compound,ER stress surv
O=C1OC(c2ccccc2F)=N/C1=C\c1ccc(OC(=O)c2ccccc2Cl)cc1,7.4
Cc1ccc(N(CC(O)CN2CCCCC2)S(=O)(=O)c2ccccc2[N+](=O)[O-])cc1 (stereo not drawn),-5.4
CC(C)OC(=O)c1cc(O)c(O)c(O)c1,7.7
CC1=C(C(=O)OC(C)C)C(c2cccs2)C(C(=O)OC(C)C)=C(C)N1,10.1
CC1CN(C(=O)c2cc(Cl)ccc2Cl)CC(C)O1 (stereo not drawn),3.1
O=C(Nc1ccc(-c2nc3ncccc3o2)cc1)c1cc2ccccc2oc1=O,7.7
O=C(O)CCCN1C(=O)/C(=C\c2ccc(-c3ccc(Br)cc3)o2)SC1=S,-0.2
CC(=O)N(c1ccccc1Cl)S(=O)(=O)c1ccc(Cl)cc1,3.1
CSc1[nH]c(-c2ccccc2)cc1C(C)=O,4.6
Cc1ccc(OCCc2c(C)n[nH]c2C)cc1C,-4.1
Cc1sc(NC(=O)CCCC(=O)O)nc1-c1ccccc1,-0.1
O=C(/C=C(\O)c1ccc(Br)cc1)C(F)(F)F,-1.2
Cc1cc(C)nc(NC(=O)C23CC4CC(CC(C4)C2)C3)c1,4.9
O=C1NC(=O)N(c2ccc(Cl)cc2)C(=O)/C1=C/c1ccc(N2CCCCC2)o1,-4.2
CCC(C(=O)Nc1cc(C(=O)OC)cc(C(=O)OC)c1)c1ccccc1 (stereo not drawn),-1.9
COc1ccc(CCNC(=S)Nc2ccccc2)cc1,-3.7
O=C(O)/C(=C\c1cccc([N+](=O)[O-])c1)NC(=O)c1ccccc1,3.2
Cc1cccc(N2CCN(C(=O)c3cccs3)CC2)c1C,-4.8
CCOC(=O)C1=C(O)/C(=C/c2ccc(OC)cc2)SC1=Nc1ccccc1,9.5
CNC(=O)/C(=C/c1ccccc1)NC(=O)c1ccccc1,2.8
COc1ccc(-n2c(C)nc3ncnc(-c4ccccc4)c32)cc1,-0.2
CC(=O)NC1=NC(=O)/C(=C\c2ccc(-c3ccc([N+](=O)[O-])cc3C)o2)S1,-0.9
COc1ccc2c(=O)c(Oc3ccccc3Br)coc2c1,8.2
COc1ccc(CCNC(=O)c2sc3cc(C)ccc3c2Cl)cc1OC,11.7
COC(=O)c1c(NC(=O)C2C3CCC(C3)C2C(=O)O)sc(C)c1-c1cc(C)ccc1C (stereo not drawn),3.3
CC(C)c1ccccc1OCCCNC(C)(C)C,-12.2
CC1=NN(C(=O)Cc2ccccc2)C(O)(c2cccnc2)C1 (stereo not drawn),3.5
Cc1ccccc1C(=O)O/N=C(\N)c1cccc([N+](=O)[O-])c1,-3.0
O=C(Nc1ccc(OC(F)(F)F)cc1)c1cc2n(n1)C(C(F)(F)F)CC(c1cccs1)N2 (stereo not drawn),-4.5
N/C(=N\N=C\c1cc(Br)cc(Br)c1O)c1nonc1N,9.1
CCCS(=O)(=O)c1c(S(=O)(=O)CCC)c2ccc(C(C)=O)cn2c1C(=O)c1ccc(Br)cc1,-8.8
O=C(CSc1cc(Cl)ccc1Cl)Nc1cccc(C(F)(F)F)c1,0.4
CS(=O)(=O)N(Cc1ccc(C(=O)N2CCOCC2)cc1)c1ccccc1,12.4
O=C(O)C1C2CCC(C2)C1C(=O)NCc1cccs1 (stereo not drawn),-3.4
COCCCNC(=O)Cc1ccc(OC)c(OC)c1,6.8
COc1ccc(N(C(C)C(=O)N/N=C/c2ccc(N(C)C)c(Br)c2)S(C)(=O)=O)cc1 (stereo not drawn),2.6
CCCCN1C(=O)c2ccccc2S1(=O)=O,3.2
O=C(Nc1cccc(Cl)c1)N1CCN(Cc2ccc3c(c2)OCO3)CC1,-0.6
CC(NC(=O)CN1C(=O)c2ccccc2C1=O)c1ccccc1 (stereo not drawn),5.7
CCN(CC)S(=O)(=O)c1cc(C(=O)OCc2ccccc2)ccc1Br,3.6
O=C(O)c1nc(N2C(=O)c3ccccc3C2=O)n[nH]1,0.0
O=C(Nc1ccccc1Cl)c1ccc(Br)o1,-1.7
CC(=O)NC(c1ccc(C)cc1)c1c(OC(=O)COc2ccccc2)ccc2ccccc12 (stereo not drawn),10.4
Cc1cccc(NC(=O)CSc2nc3ccc(C)cc3[nH]2)c1,0.0
O=C(c1cccnc1)N(Cc1ccccc1)c1cccc([N+](=O)[O-])c1,1.5
CC1=NN(c2ccccc2)C(=O)/C1=C\c1ccc(-c2cc([N+](=O)[O-])ccc2O)o1,-7.4
CCOC(=O)c1c(NC(C)=O)sc2c1CCC2,8.5
O=C(CCc1ccccc1)Nc1ccc(Nc2ccccc2)cc1,-2.5
COc1cc(NC(=O)c2ccc3c(c2)C(=O)N(C2CCCCC2)C3=O)c(C(=O)O)cc1OC,12.0
CC(C)(C)C(=O)COc1cc2oc(=O)cc(-c3ccccc3)c2cc1Cl,9.7
COc1ccc(CCNC(=O)C2CC(=O)N(c3ccccc3)C2)cc1OC (stereo not drawn),-1.7
CCOC(=O)c1ccc(N2NC(=O)/C(=C/c3cccc(I)c3)C2=O)cc1,24.0
Cc1cc(=O)oc2cc(OCC(=O)c3ccc(Cl)cc3)c(Cl)cc12,0.3
CCCCOc1ccc(C(=O)N2c3ccccc3CC2C)cc1 (stereo not drawn),10.7
COC(=O)c1ccc2c(c1)C1C=CCC1C(c1ccc(Br)cc1)N2 (stereo not drawn),14.2
Fc1ccc(-c2nnc(-c3ccco3)o2)cc1,1.6
COc1ccc(N(CC(=O)NCc2ccccc2)S(=O)(=O)c2ccccc2)cc1Cl,5.6
CC(=O)c1cccc(NC(=O)CN(c2cccc([N+](=O)[O-])c2)S(=O)(=O)c2ccccc2)c1,13.6
CN(C)c1ccc(C(=O)N2CCN(c3ccc([N+](=O)[O-])cc3)CC2)cc1,3.3
COc1ccc(/C=N/N2CCN(Cc3ccc(C)cc3)CC2)cc1Br,12.6

Next part:
compound,ER stress surv
O=C(NCCCO)C(=O)Nc1cccc(Cl)c1Cl,4.9
CCc1ccc(N2CC(C(=O)Nc3ccc([N+](=O)[O-])cc3)CC2=O)cc1 (stereo not drawn),-1.8
CCOc1ccc(NC(=O)C(C)Sc2ccc(Cl)cc2)cc1 (stereo not drawn),10.6
COc1ccc(N2C(=O)c3ccccc3NC2c2ccc(OC)c(OC)c2)cc1 (stereo not drawn),-4.2
O=C(NCCOc1ccccc1F)Nc1ccc(Br)cc1,6.9
CCOc1ccc(C(=O)Nc2ccsc2C(=O)OC)cc1,0.9
CC1(C)CC(=O)C=C(Nc2cc([N+](=O)[O-])ccc2N)C1,-4.3
Cc1c(Br)c(C(F)(F)F)nn1CC(=O)Nc1c(F)cc(F)cc1Br,2.0
Cc1ccc(C(=O)COC(=O)c2ccccc2)cc1,5.5
CCOc1ccc(NC(=O)C2CC3c4ccccc4C2c2ccccc23)cc1 (stereo not drawn),6.5
O=C(Nc1ccc(F)cc1)Nc1cccc2cccnc12,1.3
Cc1ccc2nc(NC(=O)c3ccc(F)cc3)sc2c1,6.9
O=C(CSc1nc(-c2ccccc2)c(-c2ccccc2)o1)Nc1ccc([N+](=O)[O-])cc1,1.1
O=C(O)CCCCCN1C(=O)C(=O)/C(=C(/O)c2ccc(Cl)cc2)C1c1cccc([N+](=O)[O-])c1 (stereo not drawn),1.6
COc1ccc(C(=O)NNC(=O)c2cccc(Cl)c2)c(OC)c1,-1.5
Cc1ccc(C(O)(C(=O)NCc2ccccc2)c2ccc(C)cc2)cc1,-0.7
COc1cc(/C=N/NC(=O)c2ccccn2)cc(OC)c1O,0.7
C/C(=N\NC(=O)COc1ccc(Cl)cc1Cl)c1cccc([N+](=O)[O-])c1,5.5
COc1ccc(S(=O)(=O)N2CCSC2c2ccccc2Cl)cc1 (stereo not drawn),4.7
CCOCCOC(=O)c1ccc(NC(=O)COc2cc(C)ccc2C(C)C)cc1,-3.6
CC1C(c2ccccc2)=[N+]([O-])C(C)(c2ccc(Cl)cc2)N1O (stereo not drawn),-0.1
COC(=O)CN1C(=O)Nc2ccc(Br)cc2C1c1ccccc1 (stereo not drawn),4.7
CC1=NN(c2cccc(C(=O)O)c2)C(=O)/C1=C\c1ccc(N(C)C)c(Br)c1,8.4
O=C1NC(=O)N(c2ccccc2)C(=O)/C1=C\c1ccc(-c2ccccc2[N+](=O)[O-])o1,7.3
CCC(C)(C)C1CCc2c(sc(NC(=O)OC)c2C(N)=O)C1 (stereo not drawn),2.2
COc1ccc(CNc2cc([N+](=O)[O-])ccc2OC)c(OC)c1,2.4
Cc1ccc(OCC(=O)Nc2c(C)cccc2C(C)C)c(C(C)(C)C)c1,-3.1
CCC1=NN2C(=N)/C(=C/c3ccc(OC(=O)c4ccc(F)cc4)c(OC)c3)C(=O)N=C2S1,6.0
CCN(CC)c1ccc(/C=N/NC(=O)CCc2c(C)n[nH]c2C)cc1,8.4
C=CCn1c(SCC(=O)N(CC)CC)nc(O)c(Cc2ccccc2)c1=O,-1.2
CC1=CC(C)(C)N(CC(=O)c2ccc([N+](=O)[O-])cc2)c2c(C)cccc21,3.8
Cc1cc(/C=C2\C(=O)NC(=O)N(c3ccc4c(c3)OCO4)C2=O)c(C)n1-c1ccc(F)cc1,-1.7
COC(=O)C1=C(C)NC2=C(C(=O)c3ccccc32)C1c1cc2c(cc1Cl)OCO2 (stereo not drawn),7.0
Cc1cccc(C)c1OCC(O)CN1CC(C)OC(C)C1 (stereo not drawn),7.0
Cc1cc(C)nc(NS(=O)(=O)c2ccc(N/C=C\C(=O)c3cccs3)cc2)n1,16.7
CC(C)CC(=O)Nc1nnc(Cc2ccc(Cl)cc2Cl)s1,3.7
O=C(CSc1nc2ccccc2s1)Nc1ccccc1,16.3
Cc1cc(/C=C2\C(=O)NC(=S)N(c3ccc(Br)cc3)C2=O)c(C)n1C,1.2
COc1ccc(NC(=O)c2cccc([N+](=O)[O-])c2C)cc1Cl,-1.2
O=S(=O)(/N=C(/c1ccc(F)cc1)N1CCOCC1)c1ccccc1,3.3
CCc1ccc(CNCc2ccccc2OC)cc1,-5.7
O=C1C(=Cc2ccc(Sc3ccccc3)o2)C(=O)c2ccccc21,-3.1
CC(=O)c1sc(NC(=O)c2ccc3c(c2)OCO3)nc1C,-6.4
O=C(COc1ccccc1[N+](=O)[O-])Nc1ccc2oc(-c3cccnc3)nc2c1,5.2
CC1=NN(c2ccc(Cl)c(C(=O)O)c2)C(=O)/C1=C\c1ccc(-c2cccc([N+](=O)[O-])c2)o1,-0.5
CCOC(=O)c1sc(NC(=O)COc2ccc(C(C)(C)C)cc2)nc1C,0.6
Cc1ccc(S(=O)(=O)Nc2ccccc2C(=O)Nc2ccccc2)cc1,3.0
O=c1oc(-c2ccccc2Cl)nc2sc3c(c12)CCC3,5.8
COc1ccc(C2CC(C(F)(F)F)n3nc(C(=O)NCc4cccs4)c(Cl)c3N2)cc1OC (stereo not drawn),6.5
Cc1ccc(N2C(=O)/C(=C/c3cc(Br)ccc3O)C(=O)NC2=S)cc1,11.2
O=C(O)C1CCCCC1C(=O)NCCC(c1ccccc1)c1ccccc1 (stereo not drawn),-1.5
COc1ccc(N(CC(=O)Nc2ccc(Br)cc2)S(C)(=O)=O)cc1Cl,-3.3
O=C1c2ccccc2C(=O)N1CC=C(Cl)Cl,10.9
COc1ccc(NC(=O)c2ccc(S(=O)(=O)N3CCOCC3)cc2)c2ccccc12,0.4
CSC1=C(C#N)C(c2ccco2)CC(=O)N1 (stereo not drawn),6.6
O=C(CSc1nc2ccccc2o1)c1ccc(Cl)cc1Cl,-2.3
Fc1ccc(-c2nc(Cc3ccccc3Cl)no2)cc1,1.6
O=C(CN1CCCCC1)Nc1nc2ccccc2s1,-1.2
COc1cccc(C(=O)/C=C/c2ccccc2OC)c1,-11.3
Cc1ccc(CN2CCN(/N=C/c3ccc(C(=O)O)cc3)CC2)cc1,-3.3

Random excerpt: 3 records from the list, in no set order.
compound,ER stress surv
O=c1oc(-c2ccccc2Cl)nc2sc3c(c12)CCC3,5.8
Cc1ccc(S(=O)(=O)Nc2ccccc2C(=O)Nc2ccccc2)cc1,3.0
O=C1c2ccccc2C(=O)N1CC=C(Cl)Cl,10.9

Following part:
compound,ER stress surv
CCC(=O)c1ccccc1NN1c2ccccc2C(=O)C1(C)OC (stereo not drawn),12.9
CCOc1cccc(C2Nc3ccccc3NC3=C2C(=O)CC(c2ccc(Cl)cc2)C3)c1 (stereo not drawn),4.9
Cc1cc(Cl)ccc1NC(=O)C(=O)NCc1cccnc1,8.8
CCOc1ccccc1N(CC(=O)N1CCCC1)S(=O)(=O)c1ccccc1,2.0
O=C1CC(NCCCc2ccccc2)C(=O)N1c1ccc(Cl)cc1 (stereo not drawn),-2.0
CCCCNc1cc(=O)n(C)c(=O)n1C,9.7
CC1=C(C(=O)OCc2ccccc2)C(c2cccc(Br)c2)C2=C(CC(C)(C)CC2=O)N1 (stereo not drawn),2.5
Cc1cc(/C=N/NC(=O)c2ccc(CN3CCOCC3)cc2)c(C)n1-c1ccccc1,4.0
CCCOc1ccc(N2C(=O)CC(N3CCN(c4cccc(C(F)(F)F)c4)CC3)C2=O)cc1 (stereo not drawn),11.1
Cc1c(OCC(=O)C(C)(C)C)ccc2c1oc(=O)c1ccccc12,1.1
COc1ccccc1CNC(=O)/C=C/c1ccc(Cl)cc1Cl,4.6
COc1ccc(N2C(=O)/C(=C\c3ccc(-c4ccccc4Cl)o3)SC2=S)cc1,9.0
COc1ccc(CCNC(=O)C(=O)NCc2ccncc2)cc1,-0.4
CC(=O)Nc1ccc2oc(-c3ccc4nc(NC(C)=O)sc4c3)nc2c1,4.6

Screens: PubChem BioAssay, Sanford-Burnham Center for Chemical Genomics
